Compound activity deposited in PubChem by several laboratories.
TLR9-MyD88 block: TLR9-MyD88 interaction inhibition | Q9NR96+Q99836 | CHO BLA complementation TLR9-MyD88, CCF4 FRET ratio | inhibition, % at 4.98 µM | hit rate 0.21% among 340,000 | AID 504734;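 active = inhibition above the mean over all tested compounds plus 3 SD, cut at about 21% in these data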;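 also: 0% = DMSO only wells and 100% = clavulanate BLA inhibitor control wells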
TRAIL sens C8: caspase-8 TRAIL sensitization; NB7+C8 cells + TRAIL, ATPlite viability luminescence; inhibition (viability loss, TRAIL sensitization), % at 10 µM; hit rate 1% among 360,000;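 active = compounds causing at least 50% loss of cell viability in the single-dose screen, relative to plate controls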
NR2F2 inh: NR2F2 (human) inhibition, primary screen; P24468; inhibition, % at 8.6 µM; hit rate 0.7% among 370,000; HEK293T NGFI-A luciferase reporter, luminescence;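 active = inhibition above a per-plate cutoff, mean inhibition of test wells between control levels plus 3 SD, cut at about 38% in these data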;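 also: cells cotransfected with COUP-TFII expression vector driving the NGFI-A reporter; 0% = median of COUP-TF2 test wells and 100% = reporter-only cells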
TROY NFkB inh: blocks TROY-dependent signaling in reporter cells; hit rate 0.98% among 360,000; inhibition, % at 10 µM; Q293 LMP1-TROYcd NF-kB luciferase reporter, 4 h;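 active = compounds whose plate-normalised and pattern-corrected inhibition of the luciferase reporter signal at the single screening dose is 50% or more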
NR5A2 inv ag: suppresses constitutive activity of human LRH-1; hit rate 0.13% among 360,000; AID 602396; inhibition, % at 3.6 µM; O00482; HEK293T StAR-luciferase reporter, LRH-1 transfected, 24 h;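 active = inhibition above the mean inhibition of all tested compounds plus 3 SD, cut at about 73% in these data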;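 also: 0% = DMSO wells and 100% = reporter-only cells lacking LRH-1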
NCOA1 inh: inhibitors of human steroid receptor coactivator 1 (SRC1); hit rate 0.12% among 360,000; AID 588354; HEK293 GAL4-SRC1 luciferase reporter, luminescence; Q15788; inhibition, % at 3.6 µM;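 active = inhibition above the campaign mean plus 3 SD, with each screening campaign given its own cutoff, cut at about 60% in these data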;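 also: 0% = DMSO treated cells and 100% = gossypol at 36 µM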
NOD2 RIPK2 PPI: NOD2-RIPK2 protein interaction inhibition; O43353; CHO BLA complementation NOD2-RIPK2, CCF4 ratio; inhibition, % at 4.98 µM; hit rate 0.38% among 360,000; in the data active = inhibition above about 21%;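 also: 0% = vehicle only and 100% = reference blocker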
NCOA2 inhibitor: inhibits human steroid receptor coactivator 2 | HEK293 GAL4-SRC2 luciferase reporter, luminescence | inhibition, % at 9 µM | AID 651957 | hit rate 0.17% among 370,000 | Q15596;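 active = inhibition above the mean inhibition of all tested compounds plus 3 SD, set per campaign, cut at about 52% in these data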;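 also: 0% = DMSO treated cells and 100% = cells given Gossypol at 36 µM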
Target sequence (Q15596 whole entry, looked up, the tested form may be a part): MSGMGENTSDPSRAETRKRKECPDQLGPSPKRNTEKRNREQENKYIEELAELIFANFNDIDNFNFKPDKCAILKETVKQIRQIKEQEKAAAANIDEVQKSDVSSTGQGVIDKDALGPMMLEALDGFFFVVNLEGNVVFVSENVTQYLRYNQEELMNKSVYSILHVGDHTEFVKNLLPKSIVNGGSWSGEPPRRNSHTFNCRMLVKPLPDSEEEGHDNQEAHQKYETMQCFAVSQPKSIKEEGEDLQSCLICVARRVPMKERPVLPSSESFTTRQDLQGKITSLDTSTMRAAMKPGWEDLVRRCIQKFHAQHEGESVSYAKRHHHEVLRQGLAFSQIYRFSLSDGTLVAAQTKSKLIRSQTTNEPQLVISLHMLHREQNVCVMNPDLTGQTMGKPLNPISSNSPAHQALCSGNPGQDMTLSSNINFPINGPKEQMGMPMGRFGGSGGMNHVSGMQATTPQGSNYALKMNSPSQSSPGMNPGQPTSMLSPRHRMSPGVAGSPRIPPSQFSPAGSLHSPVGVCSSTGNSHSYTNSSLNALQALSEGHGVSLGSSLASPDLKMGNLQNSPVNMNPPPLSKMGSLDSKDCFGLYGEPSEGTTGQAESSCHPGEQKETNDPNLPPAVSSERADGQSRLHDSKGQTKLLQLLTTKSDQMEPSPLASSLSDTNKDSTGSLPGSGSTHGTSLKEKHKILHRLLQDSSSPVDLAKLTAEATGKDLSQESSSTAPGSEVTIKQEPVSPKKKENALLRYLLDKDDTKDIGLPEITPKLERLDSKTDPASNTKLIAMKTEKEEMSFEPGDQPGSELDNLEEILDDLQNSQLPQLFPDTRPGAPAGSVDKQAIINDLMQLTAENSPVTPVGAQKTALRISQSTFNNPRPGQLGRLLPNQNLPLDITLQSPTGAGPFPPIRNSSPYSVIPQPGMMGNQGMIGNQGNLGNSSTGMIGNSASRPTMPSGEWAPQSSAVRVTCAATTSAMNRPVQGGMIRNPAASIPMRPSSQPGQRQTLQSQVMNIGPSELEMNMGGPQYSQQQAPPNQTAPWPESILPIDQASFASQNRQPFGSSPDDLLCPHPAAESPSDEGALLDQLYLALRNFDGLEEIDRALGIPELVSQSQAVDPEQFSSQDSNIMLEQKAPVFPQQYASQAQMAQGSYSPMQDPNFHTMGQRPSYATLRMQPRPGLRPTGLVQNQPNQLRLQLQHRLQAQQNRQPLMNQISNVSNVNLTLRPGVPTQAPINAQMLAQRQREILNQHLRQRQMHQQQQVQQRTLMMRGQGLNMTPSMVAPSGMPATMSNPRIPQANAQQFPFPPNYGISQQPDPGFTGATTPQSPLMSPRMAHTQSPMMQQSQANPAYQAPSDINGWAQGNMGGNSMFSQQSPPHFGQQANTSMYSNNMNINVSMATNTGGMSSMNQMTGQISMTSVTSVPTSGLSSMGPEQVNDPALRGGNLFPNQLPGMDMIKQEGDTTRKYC
SRC3 inh: human NCOA3 inhibition; HEK293 GAL4-SRC3 luciferase reporter, luminescence; AID 588352; hit rate 0.17% among 360,000; inhibition, % at 3.6 µM;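 active = inhibition above a per-campaign cutoff, the mean of all compounds plus 3 SD, cut at about 60% in these data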;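 also: 0% = DMSO-treated cells and 100% = gossypol-treated cells at 36 µM; higher means less SRC3-driven luciferase light from the GAL4 reporter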
EBV LMP1 NFkB: reduces LMP1-driven NF-kappaB luciferase signal; LMP1-induced NF-kappaB luciferase reporter cells, luminescence; inhibition, % at 12.5 µM; hit rate 0.69% among 350,000; AID 504558; in the data active = inhibition above about 41%;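 also: 0% = neutral control wells and 100% = reference inhibitor control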
TWEAK Fn14 block: TWEAK-Fn14 signaling inhibition; inhibition, % at 10 µM; AID 1159606; hit rate 2% among 360,000; TWEAK-stimulated Fn14 reporter cells, luciferase luminescence, 8 h; in the data active = inhibition above about 50%
Starred values were filed as active, the others as inactive; · = not tested or not shown. This is a subset; the hit share may differ from the screen's.

SMILES | TLR9-MyD88 block | TRAIL sens C8 | NR2F2 inh | TROY NFkB inh | NR5A2 inv ag | NCOA1 inh | NOD2 RIPK2 PPI | NCOA2 inhibitor | SRC3 inh | EBV LMP1 NFkB | TWEAK Fn14 block
CCN(CC(=O)NCc1ccc(F)cc1)C(=O)CN1CCN(c2cc(Cl)ccc2C)CC1 | 6 | -2 | 21 | -12 | -22 | -145 | 6 | 11 | -4 | -3 | -1
CC(C)(C)C1CCC(=NNC(=O)c2cc(-c3ccccc3)n[nH]2)CC1 (stereo unspecified) | -1 | -26 | 13 | -6 | -1 | -17 | -2 | 5 | 9 | 4 | 12
COc1ccc(-n2c(C)c(C)c3c(NCCCN(C)C)ncnc32)cc1 | 7 | -1 | 16 | -3 | 8 | -2 | 1 | 5 | 7 | 5 | 8
O=C(Nc1ccccc1N1CCOCC1)c1cccc([N+](=O)[O-])c1 | -2 | 21 | 11 | -5 | 33 | 15 | -2 | 13 | 13 | -4 | -8
Cc1cc(C)cc(C(=O)NC(CC(N)=O)c2ccc(N3CCC(N4CCCCC4)CC3)c([N+](=O)[O-])c2)c1 (stereo unspecified) | 6 | -4 | -6 | 12 | 7 | 1 | -8 | -11 | -12 | -4 | 1
C=CCN(CC=C)Cc1cc(=O)n2c(-c3ccccc3)csc2n1 | 6 | -8 | -5 | -4 | -3 | -7 | -11 | -24 | -46 | -4 | -11
OCCNc1nc2ccc(Cl)cc2[nH]1 | -7 | 13 | · | -7 | -4 | 6 | 1 | · | -10 | -6 | 5
O=C(CNC(=O)c1ccccc1F)OCC(=O)N1CCCc2ccccc21 | 5 | -18 | -7 | 3 | -1 | -17 | 0 | 9 | 16 | -4 | 5
COc1ccc(N2CCN(c3ccc(C(=O)O)cc3[N+](=O)[O-])CC2)cc1 | -9 | 10 | -18 | -12 | -6 | -4 | -9 | -22 | -18 | -6 | -3
CC1(C)Cc2c(C#N)c(SCCOc3ccccc3)nc(N3CCOCC3)c2CO1 | 10 | 13 | -7 | -3 | 3 | -5 | -7 | -3 | 6 | -6 | 53*
CC(=O)NC(c1ccccc1)c1nc(-c2ccc(C)c(C)c2)cs1 (stereo unspecified) | · | -10 | -2 | -10 | -6 | -21 | -1 | -23 | 11 | · | -11
COC(=O)c1ccc(CN2CCCC(CO)(Cc3ccc(F)cc3F)C2)cc1 (stereo unspecified) | -1 | -9 | -10 | 2 | -35 | -1 | 4 | -4 | -4 | 4 | 4
Cc1ccc(-c2nc(COC(=O)c3c(C)noc3C)cs2)cc1 | -10 | -4 | 3 | -11 | -87 | -46 | -7 | -29 | -50 | -28 | 20
Cn1c(=O)[nH]c(=O)c2c1nc1n2CCCS1 | -15 | 7 | -8 | -32 | 21 | -16 | -1 | -7 | 13 | -13 | -15
COc1cccc(/C=C/C(=O)OCC(=O)NCC2CCCO2)c1OC (stereo unspecified) | -9 | -7 | 1 | -33 | 6 | 7 | 8 | -9 | 8 | -17 | -26
Cc1cnn(C(=S)NCC2CCCO2)c1 (stereo unspecified) | -4 | -32 | -5 | -3 | 24 | 6 | 4 | -23 | -6 | 6 | -1
Oc1oc(-c2ccccc2)nc1/C=N/c1ccccn1 | 2 | -5 | -40 | -54 | -106 | -96 | 2 | -71 | -61 | -16 | 14
Cc1csc(SCC(=O)NC(C)C2CC3CCC2C3)n1 (stereo unspecified) | 0 | 4 | -2 | 0 | 18 | -14 | -10 | 0 | -2 | -7 | 15
Cc1ccc(F)cc1NC(=O)CN1C(=O)NC2(CCCc3ccccc32)C1=O (stereo unspecified) | -2 | -13 | -9 | 7 | -12 | -5 | 2 | 1 | -4 | 3 | -9
CCOC(=O)c1c(C)[nH]c(C(=O)CN2CCN(CC)CC2)c1C | 1 | -7 | 6 | 9 | -11 | -47 | 5 | -17 | 12 | -16 | 13
O=C(NCCc1ccc(Cl)cc1)C1CCN(S(=O)(=O)c2cccc3nonc23)CC1 | 3 | 2 | -37 | 6 | 7 | 8 | 9 | -24 | 15 | 9 | -35
Cc1cc(C(F)(F)F)nc(CCNCc2c(C(=O)N3CCCC3)nc3ccccn23)n1 | · | -6 | 19 | -12 | 6 | -5 | -7 | 14 | 0 | -3 | -11
CC1=Nc2ccccc2/C1=C/c1c(C)[nH]c2ccccc12 | 0 | -13 | · | -1 | 26 | -13 | 1 | · | -9 | -7 | 8
O=C(OCC(=O)N1CCCc2ccccc21)c1ccccc1NCCO | 5 | -3 | -12 | 4 | 4 | -12 | -4 | 5 | -22 | -4 | 47
O=C(CN(Cc1ccco1)C(=O)Cn1nnc(-c2cccs2)n1)NCC1CCCO1 (stereo unspecified) | 4 | 1 | 10 | 4 | 10 | -8 | -7 | 24 | 10 | -3 | 4

A few values from above.
Result of `O=C(CN(Cc1ccco1)C(=O)Cn1nnc(-c2cccs2)n1)NCC1CCCO1` (stereo unspecified) under NOD2 RIPK2 PPI: -7
Result of `COc1ccc(-n2c(C)c(C)c3c(NCCCN(C)C)ncnc32)cc1` under NR5A2 inv ag: 8

Single records, as listed above. Screens in order: TLR9-MyD88 block	TRAIL sens C8	NR2F2 inh	TROY NFkB inh	NR5A2 inv ag	NCOA1 inh	NOD2 RIPK2 PPI	NCOA2 inhibitor	SRC3 inh	EBV LMP1 NFkB	TWEAK Fn14 block
Entry for Cc1cc(C(F)(F)F)nc(CCNCc2c(C(=O)N3CCCC3)nc3ccccn23)n1 = ·	-6	19	-12	6	-5	-7	14	0	-3	-11
Entry for CCOC(=O)c1c(C)[nH]c(C(=O)CN2CCN(CC)CC2)c1C = 1	-7	6	9	-11	-47	5	-17	12	-16	13
Entry for Cc1csc(SCC(=O)NC(C)C2CC3CCC2C3)n1 (stereo unspecified) = 0	4	-2	0	18	-14	-10	0	-2	-7	15
Entry for Oc1oc(-c2ccccc2)nc1/C=N/c1ccccn1 = 2	-5	-40	-54	-106	-96	2	-71	-61	-16	14
Entry for Cn1c(=O)[nH]c(=O)c2c1nc1n2CCCS1 = -15	7	-8	-32	21	-16	-1	-7	13	-13	-15

The list goes on.
SMILES | TLR9-MyD88 block | TRAIL sens C8 | NR2F2 inh | TROY NFkB inh | NR5A2 inv ag | NCOA1 inh | NOD2 RIPK2 PPI | NCOA2 inhibitor | SRC3 inh | EBV LMP1 NFkB | TWEAK Fn14 block
CCCCCOc1ccc(C(=O)NCC(=O)NCC(=O)OCC)cc1 | -3 | 20 | 17 | 6 | 6 | -38 | -1 | -16 | -1 | -2 | 9
Cc1cc(NC(=O)CSc2nccn2-c2ccc(F)cc2)no1 | 1 | 4 | -2 | 19 | 1 | -1 | -10 | -11 | 15 | 7 | -26
C#CC[N+]1(CC#Cc2ccccc2)CCCC1 | -6 | -1 | -6 | 4 | 7 | -28 | 2 | -14 | 26 | 8 | 15
COc1cccc(CNCC2CCCO2)c1 (stereo unspecified) | 5 | -6 | 10 | -5 | 1 | -2 | -10 | 6 | -15 | -3 | -4
CC1CCN(C(=O)COC(=O)C(C)N2C(=O)c3ccccc3C2=O)CC1 (stereo unspecified) | 2 | 9 | -3 | -2 | -6 | -5 | 0 | -1 | 10 | -1 | 1
Cc1ccc(CNC(=O)CN2CCN(c3ccc(F)cc3)CC2)cc1 | -8 | 10 | -1 | -13 | 6 | 6 | -3 | 20 | 6 | 5 | 8
Cc1nn(-c2ccccc2)c(Cl)c1C(=O)NCc1ccccc1F | -2 | 4 | 9 | -47 | -36 | -2 | 2 | -4 | -26 | -7 | 4
CCCCN1C(=O)C(=O)N(CC(=O)c2ccc3c(c2)CCCC3)C1=O | -21 | -5 | 6 | -1 | -2 | 2 | -7 | -1 | -9 | -1 | -3
O=[N+]([O-])c1ccc(Sc2nccn2Cc2ccccc2)c([N+](=O)[O-])c1 | -4 | -2 | -2 | 24 | 3 | 5 | -2 | 37 | 24 | 5 | 69*
Cc1cc(C)nc(Nc2ncc(O)n2-c2ccc(Br)cc2)n1 | -1 | -6 | 9 | -14 | 16 | 1 | 2 | 3 | 13 | -11 | -47
Cc1cccc(C)c1OCC(=O)NNC(=O)CNC(=O)c1ccc(OC(F)F)cc1 | 10 | 1 | 4 | 1 | -1 | -2 | -6 | 1 | -2 | 3 | 4
O=C(CCN1N=C(c2ccccc2)CCC1=O)NC1CCCCC1 | 1 | 8 | -15 | 3 | -19 | 0 | -6 | 9 | -11 | 1 | -6
COc1ccc(CCNC(=O)CCS(=O)(=O)Cc2ccccc2C)cc1OC | -6 | 7 | -10 | 0 | -9 | -14 | 4 | 9 | -17 | -3 | 9
Cc1cc(C)c[n+](C2=C([O-])c3ccccc3C(=O)/C2=N\S(=O)(=O)c2cccs2)c1 | -1 | 48 | 12 | 21 | 13 | -9 | -3 | 2 | 7 | 6 | 15
Oc1[nH]c(N=C2N=c3ccccc3=N2)c2ccccc12 | 10 | 65* | -27 | -27 | -59 | -320 | 13 | -87 | -170 | -3 | -10
CN(C)CCCNC(=O)/C(=C\c1ccc(-c2ccc(Br)cc2)o1)NC(=O)c1ccccc1 | 4 | 6 | -10 | -21 | 24 | 6 | 10 | -2 | 6 | -2 | -70
CN(C)S(=O)(=O)c1cccc(C(=O)OCC(=O)c2ccc3c(c2)NC(=O)CO3)c1 | 9 | 12 | 8 | 31 | 0 | 11 | 0 | -8 | 8 | 8 | -4
O=C(CCCn1ncn2c(cc3occc32)c1=O)NCc1cccc(Cl)c1 | 3 | 0 | -9 | -5 | 8 | 0 | -6 | 3 | 16 | 3 | -13
COc1ccc(-c2cc(C(=O)N3CCN(c4ccccc4OC)CC3)no2)cc1 | -4 | 6 | 10 | 7 | -16 | -11 | -3 | -34 | -4 | 3 | 50
O=C(CCn1c(=O)c2cccn2c2ccc(F)cc21)NCc1cccc(F)c1 | -27 | -7 | -12 | -1 | -13 | -5 | -10 | -12 | -15 | 1 | -28
COc1ccc(C(=O)Nc2nc(C)cc(C)n2)cc1 | 7 | -8 | 6 | -2 | -1 | -3 | 4 | 2 | 10 | -11 | -2
COc1ccc(-c2cc(C(=O)O)nc3ccc4ccccc4c23)cc1OC | 2 | 34 | 6 | -32 | -9 | -10 | 1 | 14 | 4 | -2 | -10
